# Growth percent in the NCI-60 one-dose screen (48 h, 10 µM unless noted): 100 = growth as untreated, 0 = no growth, -100 = all killed.
# COLO 205 = COLO 205 colon cancer | hit rate 7.3% among 79,000 | AID 1794742
# NCI-H322M = NCI-H322M lung cancer. hit rate 2.7% among 80,000
# NCI-H226 = NCI-H226 lung cancer | hit rate 3.5% among 79,000 | AID 1794732
# NCI/ADR-RES = NCI/ADR-RES ovarian cells; hit rate 4.4% among 81,000; AID 1794790
# NCI-H23 = NCI-H23 lung cancer. hit rate 4% among 80,000
# HCT-15 = HCT-15 colon cancer; hit rate 5.2% among 82,000; AID 1794746
# HCT-116 = HCT-116 colon cancer; hit rate 7.3% among 82,000
# NCI-H522 = NCI-H522 lung cancer; hit rate 8% among 78,000; AID 1794739
# NCI-H460 = NCI-H460 lung cancer; AID 1794736; hit rate 6.8% among 82,000
# * marks the source's active call; other numbers are inactive results; x = no result given; & = joins results of further samples; [ ] = remark or other dose. Rule for the calls: active = growth percent below 10; inactive = the rest.
SMILES,COLO 205,NCI-H322M,NCI-H226,NCI/ADR-RES,NCI-H23,HCT-15,HCT-116,NCI-H522,NCI-H460
NCCN1CCN(c2nccc(-c3ccc4ccccc4c3)n2)CC1,-78*,54,82,69,87,4.3*,3.5*,81,18
O=c1nc(N2CCOCC2)oc2c(-c3cccc4c3oc3ccccc34)cccc12,102,78,72,87,89,87,93,77,103
C=CCc1c(O)c(C(=O)/C=C/c2ccccc2OC)c(OC)c2ccoc12,93,72,69,62,70,56,38,60,51
Cc1[nH]n(C(=S)Nc2nc3cc(Cl)c(F)cc3s2)c(=O)c1N=Nc1ccc(S(=O)(=O)Nc2ccncn2)cc1,x,106,99,108,96,95,99,96,115
Cc1ccc(O)c[n+]1[O-],110,105,94,112,110,91,87,102,111
NC(=O)c1cc(Br)cc(Br)c1NS(=O)(=O)c1ccccc1,101,94,95,103,100,100,100,100,102
O=C(NCc1ccccc1)C1=NCCCCN1,114,98,98,106,102,108,111,94,103
N#Cc1nc(-c2cccs2)oc1N1CCN(S(=O)(=O)c2ccc(Cl)cc2)CC1,113,98,96,94,101,99,99,95,103
COc1cc(/C=C/C(=O)/C=C(O)/C=C/c2ccc(OC(C)=O)c(OC)c2)ccc1OC(C)=O,98,97,109,98,93,68,12,85,99
CN(C(=O)c1cccc(C(F)(F)F)c1)c1sc2c(c1C#N)CCC(=O)C2,115,103,89,96,87,74,76,50,109
O=C(CCCCCCN1CC(=O)N2[C@H](c3cc(Br)cs3)c3[nH]c4ccccc4c3C[C@H]2C1=O)NO,43,38,80,79,50,97,13,21,35
Nc1ncncc1-c1ccc2ccccc2c1,x,112,91,99,99,107,97,92,103
CN1CCN(CCNC(=O)c2cccc(CN3c4cccc5c4C(=Cc4cccnc43)N(C)C5=O)c2)CC1,20,41,45,81,59,11,26,14,48
CSc1nc2ccc(NC(=O)C3CC4(NC(=O)NC4=O)c4cc(F)ccc4O3)cc2[nH]1 (stereo unspecified),110,96,103,101,95,102,99,99,108
COc1ccc(-n2nc3c(c(C#N)c2=O)CC(c2ccccc2)C([N+](=O)[O-])=C3O)cc1 (stereo unspecified),110,99,100,95,93,96,97,98,105
C=CCOC(=O)COc1ccc(Cl)cc1Cl,103,101,94,103,102,103,101,83,108
Cc1nc2ccccc2s1,116,98,95,100,93,102,92,115,105
COc1cc(C(=O)N2CCN(c3ccccc3)CC2)c2ccccc2n1,-45*,44,37,-44*,21,18,8.7*,-7.7*,8.4*
O=C(Nc1ncc(Cc2ccc(Cl)cc2)s1)C1COc2ccccc2O1 (stereo unspecified),108,104,110,80,99,47,72,71,108
Cc1ccc2nc3c(cc2c1)C1C(CON1c1ccccc1)CS3 (stereo unspecified),118,86,78,89,94,92,90,80,91
CSC(=Nc1ccc([N+](=O)[O-])cc1C#N)NC(=O)c1ccccc1,99,102,89,107,91,96,68,80,100
COC(=O)CNC(=O)C(=O)c1c(O)c(O)c(C(C)C)c2cc(C)c(-c3c(C)cc4c(C(C)C)c(O)c(O)c(C(=O)C(=O)NCC(=O)OC)c4c3O)c(O)c12,x,22,55,21,18,18,11,-0.9*,5.3*
C[C@@H](c1ccccc1)N1C(=O)N2CN(C)CN3C(=S)N[C@H]1[C@H]23,113,103,94,101,102,99,108,90,105
Cn1nnnc1SCC1=C(C(=O)O)N2C(=O)C(NC(=O)C(OC=O)c3ccccc3)C2SC1 (stereo unspecified),107,102,106,105,106,109,101,92,115
COC(=O)c1ccc[n+](Cc2ccccc2)c1,100,104,98,100,94,106,103,88,108

# Grouped by structure: those above with a cyano group
SMILES,COLO 205,NCI-H322M,NCI-H226,NCI/ADR-RES,NCI-H23,HCT-15,HCT-116,NCI-H522,NCI-H460
N#Cc1nc(-c2cccs2)oc1N1CCN(S(=O)(=O)c2ccc(Cl)cc2)CC1,113,98,96,94,101,99,99,95,103
CN(C(=O)c1cccc(C(F)(F)F)c1)c1sc2c(c1C#N)CCC(=O)C2,115,103,89,96,87,74,76,50,109
COc1ccc(-n2nc3c(c(C#N)c2=O)CC(c2ccccc2)C([N+](=O)[O-])=C3O)cc1 (stereo unspecified),110,99,100,95,93,96,97,98,105
CSC(=Nc1ccc([N+](=O)[O-])cc1C#N)NC(=O)c1ccccc1,99,102,89,107,91,96,68,80,100

# Of the compounds above, three have a thiophene ring, fused or not.
SMILES,COLO 205,NCI-H322M,NCI-H226,NCI/ADR-RES,NCI-H23,HCT-15,HCT-116,NCI-H522,NCI-H460
N#Cc1nc(-c2cccs2)oc1N1CCN(S(=O)(=O)c2ccc(Cl)cc2)CC1,113,98,96,94,101,99,99,95,103
CN(C(=O)c1cccc(C(F)(F)F)c1)c1sc2c(c1C#N)CCC(=O)C2,115,103,89,96,87,74,76,50,109
O=C(CCCCCCN1CC(=O)N2[C@H](c3cc(Br)cs3)c3[nH]c4ccccc4c3C[C@H]2C1=O)NO,43,38,80,79,50,97,13,21,35

# Following part.
SMILES,COLO 205,NCI-H322M,NCI-H226,NCI/ADR-RES,NCI-H23,HCT-15,HCT-116,NCI-H522,NCI-H460
Cc1ccc([N+](=O)[O-])cc1NC(=O)Nc1cccc(F)c1,138,98,70,64,42,68,44,31,47
Cc1ccc(O)c(NC(=O)Cc2ccc(Nc3ccnc(C(F)(F)F)c3)cc2)c1,119,80,90,73,74,91,74,65,90
COc1ccc(S(=O)(=O)NCCNc2nccc(-c3c(-c4ccc(F)cc4)nc4sccn34)n2)cc1,58,75,70,80,77,46,49,73,34
N#Cc1c(-c2ccccc2)cc(-c2cc(=O)oc3ccc(Cl)cc23)c(C#N)c1N,109,104,108,93,84,100,101,91,105
COc1ccc(-c2nnc(COc3ccc(NS(=O)(=O)c4ccccc4)cc3F)o2)cc1,125,107,74,93,97,95,97,89,100
Cc1nc2cc(Nc3nc(NCCN)nc(Nc4ccc(F)cc4)n3)ccc2n1Cc1ccccc1,82,100,95,103,x,100,60,86,83
CCc1cc2n(n1)-c1ncc(C(=O)OC)cc1Oc1ccccc1-2,116,108,100,103,104,97,90,94,104
COc1cccc(-c2nc(-c3ccc(NC(C)=O)cc3)[nH]c2-c2ccnc(Br)c2)c1,94,84,72,87,88,61,65,74,20
CCCCN(CCCC)C(C)=O,121,113,102,115,115,95,98,97,114
Nc1nc(Nc2cc(Cl)ccc2O)nc(-c2ccccc2)n1,115,100,100,104,101,86,96,81,101
O=c1c2c3c(sc2n2c(-c4ccc([N+](=O)[O-])cc4)nnc2n1Cc1ccccc1)CCCC3,90,113,94,104,94,98,75,61,112
CCN(CC)CCOC(=O)Nc1cc(C)cc(C)c1,114[100 µM],110[100 µM],89[100 µM],108[100 µM],106[100 µM],108[100 µM],99[100 µM],98[100 µM],108[100 µM]
O=C(c1ccccc1)C1(c2ccccc2)OC1c1ccccc1 (stereo unspecified),106,87,100,96,94,99,90,x,92
NC(=O)c1c(Nc2ccc(Cl)cc2)nn2c(-c3ccc(Cl)cc3)c(-c3nc4ccccc4s3)c(N)nc12,100,85,83,76,73,77,67,96,74
CC(=O)O[C@@H]1C[C@]2(C)[C@H]3[C@H](O)C[C@@H]4C5=CC(C)(C)CC[C@]5(C)CC[C@@]4(C)[C@]3(C)CC[C@H]2C(C)(C)[C@H]1O,117,118,99,104,96,100,x,103,102
Fc1ccc(-n2cc(COc3ncnc4sc5c(c34)CCCC5)nn2)cc1Cl,109,100,94,95,97,100,101,84,102
c1ccc(-c2ccc3cnc4sc(-c5ccccc5)nc4c3n2)cc1,100,103,90,102,93,109,96,91,107
CCCCCCCC(=O)NO,109&119,95&120,97&95,102&117,109&111,110&105,107&106,98,106&106
FC(F)(F)C(Cl)Br (stereo unspecified),123,104,101,109,103,107,106,108,106
CC(C)=CCC/C(C)=C/CC/C(C)=C/CC/C(C)=C/CSC[C@H](NC(=O)CCCCCN1CCN(C)CC1)C(=O)NC1CCCCC1,8.9*,90,96,87,73,24,6.5*,85,-7.7*
COC(=O)Nc1c[nH]c(=O)[nH]c1=O,107,107,102,99,97,103,96,99,115
COC(=O)/C=C1/SC(=Nc2ccc(C)cc2)N(CCc2c[nH]c3ccccc23)C1=O,94,99,106,84,94,55,50,81,101
c1ccc(-c2nc3c4cc(-c5ccccc5)oc4ncn3n2)cc1,97,99,104,104,105,104,94,102,104
COc1cccc(/C=N\Nc2ccc([N+](=O)[O-])cn2)c1OC,109,115,110,102,94,96,99,103,109
COc1ccc(/C=C/C(=O)c2c(C)nc3ccccc3c2/C=C/c2ccccc2)c(OC)c1,95,89,x,86,73,72,51,71,80
COC(=O)C12C3C(=O)N(c4ccc(C)cc4)C(=O)C3C(c3cn(-c4ccccc4)nc3-c3ccccc3)N1[C@H](c1cn(-c3ccccc3)nc1-c1ccccc1)[C@@H]1C(=O)N(c3ccc(C)cc3)C(=O)[C@@H]12 (stereo partly specified),107,127,93,102,104,103,98,89,99
COC(=O)CC1CC1CCn1c(-c2ccc(F)cc2)c(-c2ccccc2)c(C(=O)Nc2ccccc2)c1C(C)C (stereo unspecified),98,95,84,88,90,83,53,76,97

# Compound activity (PubChem BioAssay)
